# Vif-APOBEC3G blk: inhibitors of Vif-APOBEC3G interaction | Q9HC16 | HeLa A3G-eYFP + Vif (tagged APOBEC3G with the HIV-1 protein that degrades it), YFP fluorescence, overnight | Potency, µM (doses to about 46.1 µM), inactives show top-dose activity, negative = active, usual class: inhibitors | actives 0.076% (n = 410,000) | AID 602310;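 also: potency is read from the fitted curve at half-maximal effect; % is scaled to controls: 0 for no effect and ±100 for the full control effect; nearly all actives have a fitted effect of over 60% in size; hits raise eYFP signal because A3G escapes Vif-driven loss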
#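 HeLa cells stably expressing Vif and C-terminally eYFP-tagged A3G, seeded overnight at 37 deg C, then exposed to compound by pintool overnight at 37 deg C. Rise in yellow fluorescence (Ex 488/Em 500-530, Acumen) marks blocked Vif-driven A3G degradation.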
# RXFP1 agonist: activates the human relaxin receptor RXFP1; HEK293T-RXFP1 cAMP TR-FRET, 30 min; response scale: percent of porcine relaxin response, buffer zero; Potency, µM (highest dose often 57.5 µM), without a hit: at the highest dose activation, hits mostly activators; actives 0.3% (n = 370,000); also: potency is read from the fitted curve at half-maximal effect; % is scaled to controls: 0 for no effect and ±100 for the full control effect; nearly all actives have a fitted effect of over 60% in size; many of its hits are not listed in these tables
#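 HEK293 cells stably expressing RXFP1, treated 30 min at 37C with compounds plus PDE4 inhibitor Ro 20174; cAMP measured by HTRF TR-FRET. Normalized to buffer and 29 nM porcine relaxin; EC50 by Hill fit.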
# LDHA inh: blocks human lactate dehydrogenase A | actives 0.15% (n = 480,000) | activity change, % (values are at about 110 or 230 µM) | purified LDHA, NADH/diaphorase-resazurin fluorescence; stronger effect = lower value; in the data active = activity change below about -30%; inconclusive = mostly about -25% to -30%;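 also: plate controls were DMSO wells for no effect and wells without enzyme for full effect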
#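 Resorufin fluorescence (ex540/em590), read at 0 and 20 min after diaphorase/resazurin addition, reports the NADH left after a 5 min room-temperature reaction of 2 nM human LDH5 with 0.06 mM NADH and 0.2 mM pyruvate.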
# Vif-APOBEC3F blk: blocks the Vif interaction with APOBEC3F; actives 0.2% (n = 390,000); AID 602313; HeLa A3F-eYFP + Vif (tagged APOBEC3F with the HIV-1 protein that degrades it), YFP fluorescence increase; Potency, µM (doses to about 46.1 µM), for inactives: at the top dose activity, negative = active; also: potency is read from the fitted curve at half-maximal effect; % of control where 0% means no effect; nearly all actives have a fitted effect of over 65% in size
#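 Fluorescence increase (Ex 488/Em 500-530) after overnight compound treatment at 37 deg C flags inhibition of Vif-driven A3F-eYFP loss in stable HeLa A3F-eYFP/Vif cells seeded overnight beforehand.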
# TrxR1 substrate: substrates of rat thioredoxin reductase 1 | purified TrxR1 substrate turnover, NADPH consumption readout | actives 0.01% (n = 390,000) | Potency, µM (top dose mostly 114 µM), inactives show top-dose activity change, negative = substrate turnover | O89049; also: potency is read from the fitted curve at half-maximal effect; % is scaled to controls: 0 for no effect and ±100 for the full control effect; nearly all actives have a fitted effect of over 50% in size
# Target sequence (O89049 whole entry, looked up): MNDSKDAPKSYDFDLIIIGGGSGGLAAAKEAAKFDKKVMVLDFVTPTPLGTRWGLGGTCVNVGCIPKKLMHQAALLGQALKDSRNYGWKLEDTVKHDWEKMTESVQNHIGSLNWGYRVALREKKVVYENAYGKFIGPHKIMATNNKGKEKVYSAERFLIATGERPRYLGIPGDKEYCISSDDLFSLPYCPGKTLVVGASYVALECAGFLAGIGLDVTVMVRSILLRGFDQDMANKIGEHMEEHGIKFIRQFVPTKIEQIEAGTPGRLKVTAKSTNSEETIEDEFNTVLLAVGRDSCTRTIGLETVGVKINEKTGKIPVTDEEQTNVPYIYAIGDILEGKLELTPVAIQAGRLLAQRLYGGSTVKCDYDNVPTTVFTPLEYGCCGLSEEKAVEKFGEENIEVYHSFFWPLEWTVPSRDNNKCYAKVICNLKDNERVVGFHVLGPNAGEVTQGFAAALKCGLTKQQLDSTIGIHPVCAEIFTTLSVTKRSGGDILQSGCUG
#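 Rat TrxR1, dispensed at 90 nM, was prereduced with 400 uM NADPH (final) for 5 min at ~22 deg C, then incubated with compound 15 min before 400 uM selenite. A first-read NADPH fluorescence drop versus no-compound background flagged substrates.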
# PI4K2A block: blocks human PI4K2A kinase activity | Q9BTU6 | purified PI4K2A, ADP-Glo luminescence, 1 h; stronger effect = lower value | activity change, negative = inhibition, % at 76.9 µM | actives 0.13% (n = 420,000) | AID 1346378; in the data active = activity change below about -50%; inconclusive = mostly about -30% to -49%;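 also: -100% = wells without enzyme as full effect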
#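 In this quantitative HTS, ADP production by PI4K2A was quantified luminescently after 1 h at ambient temperature; 100 microM adenosine served as plate-quality control.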
# IDH1 R132H inh: human IDH1 R132H inhibition. Potency, µM (doses to about 76.6 µM), inactives show top-dose activity change, negative = inhibition, usual class: inhibitors. actives 0.093% (n = 390,000). IDH1-R132H enzyme, NADPH consumption, diaphorase/resazurin fluorescence. AID 602179. O75874; also: potency is read from the fitted curve at half-maximal effect; % is scaled to controls: 0 for no effect and ±100 for the full control effect; nearly all actives have a fitted effect of over 65% in size
# Target sequence (O75874 whole entry R132H, stated change not applied): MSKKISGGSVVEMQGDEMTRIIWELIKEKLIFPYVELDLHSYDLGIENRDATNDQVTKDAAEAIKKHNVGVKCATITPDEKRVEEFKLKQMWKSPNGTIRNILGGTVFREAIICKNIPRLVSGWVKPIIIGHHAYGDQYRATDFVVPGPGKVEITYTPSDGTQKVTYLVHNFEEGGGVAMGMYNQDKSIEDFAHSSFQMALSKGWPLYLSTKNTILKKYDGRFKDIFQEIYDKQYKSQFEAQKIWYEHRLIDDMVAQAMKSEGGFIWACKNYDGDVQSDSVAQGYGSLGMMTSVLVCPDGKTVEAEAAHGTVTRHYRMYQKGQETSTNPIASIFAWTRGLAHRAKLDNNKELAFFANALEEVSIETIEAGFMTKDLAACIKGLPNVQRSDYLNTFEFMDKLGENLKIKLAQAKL
#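 IDH1-R132H (0.5 ug/mL dispensed) in pH 7.5 Tris buffer was preincubated 30 min with compound, then given a substrate mix of 0.016 mM NADPH and 2 mM alpha-KG for 80 min at room temperature; remaining NADPH was read by diaphorase/resazurin fluorescence.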
# Glioma ERSR ind: induces the endoplasmic reticulum stress response in human glioma cells; U87-MG GRP78 promoter luciferase reporter, 16 h; Potency, µM, without a hit: at the highest dose activation, usual class: activators; actives 0.02% (n = 420,000); also: potency is read from the fitted curve at half-maximal effect; series mostly up to about 76 µM; % of control where 0% means no effect; nearly all actives have a fitted effect of over 35% in size
#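 Stably transfected U87-MG human glioma cells carrying a GRP78-based luminescent sensor were seeded at 1000 cells/well, pin-dosed with compounds and incubated 16 h. Luciferase reagent was then added, and end-point luminescence was read after 10 min at room temperature.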
# USP1 inh: USP1/UAF1 (human) deubiquitinase inhibition. AID 743255. actives 0.23% (n = 390,000). recombinant USP1/UAF1, Ub-Rhodamine cleavage fluorescence. O94782. Potency, µM (titrated, usually from 57.1 µM), for the others: top-dose activity change, negative = inhibition, usual class: inhibitors; also: potency is read from the fitted curve at half-maximal effect; % is scaled to controls: 0 for no effect and ±100 for the full control effect; nearly all actives have a fitted effect of over 60% in size; inactives centre near -12
#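 In this screen, compounds sit with the deubiquitinase complex (1nM) for 15 min at room temperature before Ub-Rho is added at 150nM final. Fluorescence rise is then followed for 6 reads every 60 seconds.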
# The depositor's hits bear a star; ? = inconclusive; · = no result given; & = joins results of further samples; [ ] = dose if it differs, or a comment. Unless noted, calls follow the shape of the dose curve; as a rule, active = well fitted curve in the direction sought with a large enough effect; inconclusive = small, poorly fitted or top-dose-only effect, or another doubt; inactive = no such curve, though single readings can be large; an effect the other way counts as inactive or inconclusive.
structure | Vif-APOBEC3G blk | RXFP1 agonist | LDHA inh | Vif-APOBEC3F blk | TrxR1 substrate | PI4K2A block | IDH1 R132H inh | Glioma ERSR ind | USP1 inh
Cc1[nH]c2ccccc2c1SCc1nnc(SCc2ccccc2)n1C | 0% | 0.8% | -10 | -2% | 10%[57.1 µM] | -4 | 7% | -3% | -8%
COc1ccc(CCNC(=S)N2CCC(C(N)=O)CC2)cc1 | 0% | 0.0% | -3 | 3% | -5% | 11 | -1% | -3% | -4%
NS(=O)(=O)c1cccc(NC(=O)COC(=O)Cn2cc(C(F)(F)F)ccc2=O)c1 | 4% | 0.1% | 0 | -17% | 1% | 0 | 13% | -1% | -19%
CCn1c(NCc2ccccn2)nc2ccccc21 | -1% | -0.3% | 3 | -3% | -1% | 8 | 0% | 0% | 0%
CCCCn1c(N)c(N(CC(C)C)C(=O)c2ccncc2)c(=O)[nH]c1=O | -4% | -0.4% | -2 | 3% | -6% | 4 | 8% | -6% | -9%
Cc1ccc2oc(=O)c3cnn(CC(=O)N4CCN(c5ccc(F)cc5)CC4)c3c2c1 | 0% | -1.1% | -7 | -27% | -4% | -2 | 2% | -3% | -2%
CC(=O)N1CCN(CCN=CC2=C(O)CC(C)(C)CC2=O)CC1 | -3% | 0.0% | 1 | -1% | 7% | 3 | 0% | -4% | -17%
O=C(CNC(=O)c1ccc(Cl)c([N+](=O)[O-])c1)OCN1C(=O)c2ccccc2C1=O | 2% | 1.2% | 1 | 4% | -1% | 1 | 4% | -1% | -20%
Cc1ccccc1CN1CCN(S(C)(=O)=O)CC1 | 0% | -3.0% | -13 | -6% | 8%[0.457 µM] | -6 | 0% | -6% | -5%
O=C(c1ccccc1Br)N1CCCC(c2nc(-c3cccs3)no2)C1 (centres undefined) | 10% | 3.2% | -13 | 5% | -2% | 2 | -9% | 3% | -22%

# Reprinted at random: 5 entries already listed.
structure | Vif-APOBEC3G blk | RXFP1 agonist | LDHA inh | Vif-APOBEC3F blk | TrxR1 substrate | PI4K2A block | IDH1 R132H inh | Glioma ERSR ind | USP1 inh
COc1ccc(CCNC(=S)N2CCC(C(N)=O)CC2)cc1 | 0% | 0.0% | -3 | 3% | -5% | 11 | -1% | -3% | -4%
O=C(CNC(=O)c1ccc(Cl)c([N+](=O)[O-])c1)OCN1C(=O)c2ccccc2C1=O | 2% | 1.2% | 1 | 4% | -1% | 1 | 4% | -1% | -20%
NS(=O)(=O)c1cccc(NC(=O)COC(=O)Cn2cc(C(F)(F)F)ccc2=O)c1 | 4% | 0.1% | 0 | -17% | 1% | 0 | 13% | -1% | -19%
CCn1c(NCc2ccccn2)nc2ccccc21 | -1% | -0.3% | 3 | -3% | -1% | 8 | 0% | 0% | 0%
Cc1ccccc1CN1CCN(S(C)(=O)=O)CC1 | 0% | -3.0% | -13 | -6% | 8%[0.457 µM] | -6 | 0% | -6% | -5%

# Carrying on:
structure | Vif-APOBEC3G blk | RXFP1 agonist | LDHA inh | Vif-APOBEC3F blk | TrxR1 substrate | PI4K2A block | IDH1 R132H inh | Glioma ERSR ind | USP1 inh
COc1ccccc1CCNC(=O)CCc1c(C)c2cc3c(C)coc3c(C)c2oc1=O | -2% | 3.4% | 2 | -4% | 5% | 1 | 0% | -3% | -11%
O=C(Nc1cc2c(cc1Cl)OCCCO2)c1ccc(F)cc1 | 0% | 2.0% | -6 | -1% | -13% | 4 | -1% | 4% | -2%
CC(Sc1ccccc1)C(=O)NCC(c1ccco1)N1CCCCC1 (centres undefined) | 0% | -0.6% | -8 | -4% | 1% | -2 | 0% | -3% | -17%
O=C(Nc1ccc2c(c1)Cc1ccccc1-2)c1ccccc1F | -4% | · | -11 | -18% | 31% | -6 | -2% | -2% | 7%
CCOC(=O)c1noc2ncnc(N3CCN(c4ccccc4OC)CC3)c12 | ? | -0.4% | -1 | -9% | -4%[57.1 µM] | -4 | 15% | -2% | -11%
CC(C)Nc1nnc(SCC(=O)NCc2ccc3c(c2)OCO3)s1 | 2% | -1.3% | -6 | -3% | -4%[57.1 µM] | 4 | 2% | -6% | -7%
CCc1ccc(CNc2ccc(O)cc2)cc1 | 0% | -0.2% | 22 | 5% | -11%[57.1 µM] | ? | 18% | ? | 28µM*
CC1CCN(c2c(NCc3ccc(C(=O)N4CCc5ccccc54)cc3)c(=O)c2=O)CC1 | ? | 0.0% | -12 | 0% | -9% | 1 | -4% | -5% | -24%
c1ccc(Cn2nnc(CNc3ccccc3)c2-c2c(CNc3ccccc3)nnn2Cc2ccccc2)cc1 | -10% | -2.2% | 1 | 3% | 2% | -3 | 0% | -5% | -32%
CC(=O)c1cccc(NC(=O)c2cccc3ccccc23)c1 | -7% | -0.2% | -6 | -4% | -1% | -9 | 1% | -2% | -16%
Cc1cc(Br)ccc1SCC(=O)OCC(=O)N1CCN(C(=O)c2ccco2)CC1 | -3% | -0.3% | -8 | 2% | -6% | -18 | 6% | -4% | -12%
CCN(CC1COc2ccccc2O1)C(=O)c1ccc(Cl)c(S(=O)(=O)N2CC(C)OC(C)C2)c1 (centres undefined) | -7% | -0.1% | -3 | 2% | -3%[57.1 µM] | -1 | -1% | -4% | -3%
O=C(CSc1cn(CCNC(=O)c2cccs2)c2ccccc12)NC1CCCC1 | 1% | 1.5% | 4 | 2% | -6%[57.1 µM] | 5 | -4% | -2% | 11%
COc1ccc(NC(=O)C[C@H]2C(=O)N(C3CCCCC3)C[C@@H]2c2ccccc2)cc1 | -1% | · | 1 | 0% | · | -2 | 0% | -3% | -14%
CCOC(=O)c1oc2cc(OCC(N)=O)ccc2c(=O)c1-c1ccc(OC)c(OC)c1 | 2% | 2.7%&2.8% | -7&2 | 0% | -4% | 6 | -1% | -2% | -4%
COc1ccccc1N1CCN(Cc2cn[nH]c2-c2ccc(F)cc2)CC1 | -4% | -0.9% | -8 | -12% | 3%[57.1 µM] | 2 | -3% | 4% | -14%
CCN(CC)C(=O)Cn1c(SCCOc2ccc(Cl)cc2)nc2ccccc21 | -2% | -3.6% | -1 | 1% | 1% | 2 | 3% | 5% | -23%
Cc1ccc(S(=O)(=O)NNC(=O)c2c(O)c3ccccc3[nH]c2=O)cc1 | -1% | 17% | 1 | ? | 8%[57.1 µM] | 1 | -10% | -7% | -15%
CCOc1ccc(CCNC(=O)c2nnc(CS(=O)(=O)c3ccccc3)o2)cc1OCC | -2% | 0.2% | -4 | 0% | 1% | 1 | -3% | -1% | -9%
CC(=O)NCCNc1nc(NCc2cccs2)nc2ccsc12 | -3% | · | -14 | · | · | -4 | · | -3% | ·
CCc1ccccc1NC(=O)c1ccc(CN2CCC(Cc3ccccc3)CC2)cc1 | 0% | 3.0% | -3 | -1% | 0% | 2 | 2% | -11% | -17%
O=C1CCN(C(=O)c2cccs2)c2ccccc21 | -6% | 0.6% | -5 | 1% | -4% | 3 | 6% | -3% | -20%
Cc1nc2ccccc2c(=O)n1/N=C/c1ccc(N(C)C)cc1 | -3% | 0.2% | -16 | -8% | -5% | 0 | 0% | 2% | -10%
O=C(O)C(Cc1c[nH]c2ccccc12)NS(=O)(=O)c1ccc(Br)cc1 (centres undefined) | -3% | 3.2% | 1 | -20% | 3%[57.1 µM] | -2 | -5% | -4% | -12%
Cc1cc(C)cc(N(CC(=O)NC2CCCCCC2)S(=O)(=O)c2c(C)[nH]c(=O)[nH]c2=O)c1 | -1%&0% | -3.1% | -10&3 | 5% | 4% | -4 | -3% | -3%&1% | -13%
CCN(CC)S(=O)(=O)c1csc(C(=O)NC2CCCCC2)c1 | 1% | 0.3% | -7 | 9% | 6%[57.1 µM] | -1 | -2% | -3% | -23%
Cn1c(=O)[nH]c(=O)c2c1nc(Br)n2Cc1cccc(Br)c1 | ? | 2.8% | -2 | 5% | 5% | -4 | 0% | -3% | -18%
CC(=O)c1ccccc1C(=O)N1CCCC(CCC(=O)N2CCN(c3ccccn3)CC2)C1 (centres undefined) | -4% | 2.7% | -8 | 1% | -10% | 2 | -8% | -3% | 1%
COc1ccccc1N1CCN(C(=O)c2cnn(-c3ccc(C)c(C)c3)c2C2CCN(C(=O)OC(C)(C)C)CC2)CC1 | 4% | 1.9% | 2 | 0% | -3% | 2 | 15% | 0% | -15%
COCC(=O)N(Cc1ccco1)c1nnc(C2CCOC2)s1 (centres undefined) | 3% | -0.4% | 0 | -9% | 1% | -5 | -2% | -3% | 3%
COc1ccc(C(=O)NC(Nc2ccc(C)cc2)C(Cl)(Cl)Cl)cc1 (centres undefined) | -1% | 0.0% | 1 | 1% | -3% | -2 | -5% | -5% | -10%
Cc1cccc(NC(=O)Cn2nnc(-c3nc(-c4ccncc4)no3)c2N)c1 | · | 25% | 1 | · | 5% | 3 | · | · | -24%
COc1cc(NC(=O)CCc2nnc3ccc(N4CCN(C)CC4)nn23)cc(OC)c1 | 1% | 2.9% | 1 | -7% | -11% | -2 | -8% | 3% | -17%
CCCCn1c(SCc2ccccn2)nc2c1c(=O)n(C)c(=O)n2C | -3% | 5.9% | -6 | 1% | -5%[57.1 µM] | 2 | 1% | -1% | -6%
CCc1sc(C(=O)NCCCN2CCCC2=O)cc1Br | 3% | · | 1 | 3% | -2% | -2 | 8% | -1% | -16%
COc1ccc(NC(=O)c2ccc(S(=O)(=O)N3CCCCCC3)cc2)c(OC)c1 | 0% | 0.0% | -18 | -7% | -3% | -7 | 5% | -1% | -8%
COc1ccc(C)cc1NCC(=O)Nc1ccc(C(C)(C)C)cc1 | 0% | 1.0% | -1 | 0% | -16% | 2 | 4% | -3% | ?

# This is a subset. The share of hits here may be higher or lower than overall.
